High-throughput results as filed in PubChem.
KB-V1 MDR tox – qHTS assay for MDR1-selective chemotherapeutics: Primary screen using the drug-selected MDR subline cells KB-V1; KB-V1 MDR cells viability, CellTiter-Glo, 72 h; 400,000 compounds, 3.4% hits; AID 1347076, 2019; Potency, µM (top dose mostly 46.1 µM), without a hit: at the top dose activity change, negative = cytotoxicity, hits mostly cytotoxic; note: potency is the fitted concentration of half-maximal effect; % is set by controls: 0 for no effect and ±100 for the full control effect; nearly all actives have a fitted effect of over 60% in size
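KB-V1 MDR subline cells in DMEM (phenol-red free, 10% FBS) exposed to compounds in qHTS concentration series for 72 h at 37 degrees C. Viability read by CellTiter-Glo luminescence; concentration-effect curves fitted after normalization and correction.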
DRD3 agonist – qHTS of D3 Dopamine Receptor Agonist: qHTS; D3R DiscoveRx beta-arrestin cells, luminescence, 90 min; 410,000 compounds, 0.58% hits; max activation, %; D(3) dopamine receptor (Homo sapiens), P35462; AID 652048, 2013; in the data active = max activation above about 30%; note: 0% is about no effect; mostly tested at two doses, the higher about 12 µM
Target sequence (P35462 whole entry, looked up): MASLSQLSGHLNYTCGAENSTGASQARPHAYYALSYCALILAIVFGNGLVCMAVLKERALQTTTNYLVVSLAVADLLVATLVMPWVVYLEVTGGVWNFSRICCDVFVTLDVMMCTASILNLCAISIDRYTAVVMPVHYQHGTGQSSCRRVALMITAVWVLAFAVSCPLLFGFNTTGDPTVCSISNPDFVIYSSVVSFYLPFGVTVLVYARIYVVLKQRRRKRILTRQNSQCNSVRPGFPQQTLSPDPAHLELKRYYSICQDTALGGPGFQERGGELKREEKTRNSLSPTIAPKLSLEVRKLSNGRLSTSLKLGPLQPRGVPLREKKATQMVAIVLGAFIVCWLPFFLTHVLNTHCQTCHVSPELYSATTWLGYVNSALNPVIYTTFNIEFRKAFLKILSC
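Agonist-mode cell screen: cells plated at 1500/well and incubated overnight at 37 °C, then exposed to library compounds for 90 min at 37 °C. Detection reagent was added for 30–60 min at room temperature, and luminescence was read.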
KB-3-1 cytotox – qHTS assay for MDR1-selective chemotherapeutics: Primary screen using the parental adenocarcinoma cell KB-3-1; KB-3-1 viability, CellTiter-Glo ATP luminescence, 72 h; Potency, µM (titrated, usually from 46.1 µM), inactives show top-dose activity change, negative = cytotoxic, usual class: cytotoxic; 400,000 compounds, 1.4% hits; note: potency is the fitted concentration of half-maximal effect; % is set by controls: 0 for no effect and ±100 for the full control effect; nearly all actives have a fitted effect of over 60% in size
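Using CellTiter-Glo luminescence, growth of non-resistant KB-3-1 adenocarcinoma cells is assessed 72 h after pin-tool compound addition at 37 °C. Normalized responses across the concentration series yield fitted curves.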
HT1080 IDH1KD tx – qHTS for induction of synthetic lethality in tumor cells producing 2HG: qHTS for the HT-1080-IDH1KD cell line; HT-1080 IDH1 knockdown viability, ATP luminescence, 48 h; AID 686971, 2013; Potency, µM (highest dose often 46.1 µM), for the others: at the top dose activity, negative = toxicity, most hits filed as cytotoxic; 360,000 compounds, 2% hits;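 note: potency is the fitted concentration of half-maximal effect; 0% = DMSO wells and -100% = cell-free medium wells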
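HT-1080-IDH1KD cells (IDH1 knocked down), 750/well in RPMI with 5% FBS, treated with compound 48 h at 37 degrees C. Viability by CellTiter-Glo luminescence, normalised to DMSO and no-cell wells; concentration-response curves classed.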
HT1080NT lethal – qHTS for induction of synthetic lethality in tumor cells producing 2HG: qHTS for the HT-1080-NT fibrosarcoma cell line; AID 686970, 2013; Potency, µM (highest dose often 46.1 µM), for inactives: top-dose activity, negative = less viability, most hits filed as cytotoxic; 360,000 compounds, 1.6% hits; HT-1080-NT fibrosarcoma viability, CellTiter-Glo ATP luminescence, 48 h;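 note: NT is the 2HG producing partner of a matched IDH1 knockdown line; potency is the fitted concentration of half-maximal effect; 0% = DMSO-treated cells and -100% = media-only wells without cells; nearly all actives have a fitted effect of over 55% in size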
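Viability of the 2HG-overproducing fibrosarcoma line after 48 hours of compound exposure at 37 degrees C was determined by luminescence with CellTiter-Glo, and concentration-effect curves were then fitted and categorized.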
IL-1B inflam inh – qHTS for Inhibitors of Inflammasome Signaling: IL-1-beta AlphaLISA Primary Screen | activity change, % at 57.5 µM | AID 743279, 2014 | 360,000 compounds, 4.7% hits | THP-1 LPS/ATP IL-1B secretion, AlphaLISA, 16 h; hits give low values; in the data active = activity change below about -50%; inconclusive = mostly about -30% to -49%; note: % is set by controls: 0 for no effect and ±100 for the full control effect
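Secreted IL-1B measured by AlphaLISA bead assay after 16 h compound exposure of THP-1 cells; compounds (final up to 57.5 uM) added 1 h before LPS (250 ng/mL) and ATP (1.25 mM) stimulation; lower signal means less secretion.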
MCF10A rereplic – A quantitative high throughput screen for small molecules that induce DNA re-replication in MCF 10a normal breast cells | MCF 10A DNA re-replication, Hoechst nuclear intensity, 48 h | Potency, µM (highest dose often 46.1 µM), inactives show top-dose activity, positive = re-replication, actives largely listed as activators | 350,000 compounds, 2.9% hits; note: potency is the fitted concentration of half-maximal effect; % of control where 0% means no effect; nearly all actives have a fitted effect of over 50% in size
GLP1R cytotox – qHTS of GLP-1 Receptor Inverse Agonists: Cytotox Screen; HEK293 cAMP-luciferase reporter cells, luminescence, 24 h; Potency, µM (series often up to 38.3 µM), inactives show at the top dose activity change, negative = inhibition, usual class: inhibitors; 410,000 compounds, 0.13% hits; AID 624418, 2012;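 note: loss of luciferase light is scored as toxicity; potency is the fitted concentration of half-maximal effect; % is set by controls: 0 for no effect and ±100 for the full control effect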
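Seeding density was 200 cells/uL; after overnight-length (12 h) culture, 23 nL compounds went on for 24 h at 37 °C. Readout used a luciferase detection reagent, luminescence taken after 12 min at room temperature.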
SW480 rereplic – A quantitative high throughput screen for small molecules that induce DNA re-replication in SW480 colon adenocarcinoma cells; SW480 DNA re-replication, Hoechst DNA content imaging, 48 h; Potency, µM (top dose mostly 46.1 µM), inactives show at the top dose re-replication activation, hits mostly activators; 340,000 compounds, 1.8% hits; AID 624297, 2012; note: potency is the fitted concentration of half-maximal effect; % of control where 0% means no effect; nearly all actives have a fitted effect of over 55% in size
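250 cells/well; 23 nL cpd via pin tool; 48 hr, 37 C, 5% CO2; Hoechst 40 min; imager read of total nuclear intensity, ex 405/em 500-530 nm.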
Numbers without * were called inactive; ? = inconclusive; . = no result given; [ ] = remark or other dose. Unless noted, calls come from the whole dose curve; as a rule, active = well fitted curve in the direction sought with a large enough effect; inconclusive = small, poorly fitted or top-dose-only effect, or another doubt; inactive = no such curve, though single readings can be large; an effect the other way counts as inactive or inconclusive.

SMILES	KB-V1 MDR tox	DRD3 agonist	KB-3-1 cytotox	HT1080 IDH1KD tx	HT1080NT lethal	IL-1B inflam inh	MCF10A rereplic	GLP1R cytotox	SW480 rereplic
CSc1ncc(C(=O)Nc2ccccc2)cn1	-1%	7	0%	2%	-3%	?	6%	7%	2%
CCc1ccc(-n2nc(C)c3c(C(=O)Nc4cc(OC)cc(OC)c4)cc(C)nc32)cc1	-19%	18	1%	.	.	.	.	0%	.
COCCOC(=O)C1=C(C)NC(=S)NC1/C=C/c1ccccc1 (stereo not given)	0%	0	16%	5%	8%	3	-2%	-15%	1%
CC(=O)c1ccc(NS(=O)(=O)c2ccc(-n3cccn3)cc2)cc1	-20%	-6	-9%	.	.	.	.	5%	.
c1cn2cc(-c3ccc4c(c3)OCO4)nc2s1	-20%	1	-1%	-3%	1%	-28	17%	3%	-29%
CC1CCN(C(=O)C2CCN(C(=O)c3cc4sccc4n3Cc3ccc(F)cc3)CC2)CC1	-30%	-8	0%	?	?	-16	?	-8%	8%
Cc1ccc([N+](=O)[O-])cc1S(=O)(=O)Nc1ccc(N2CCOCC2)cc1	-17%	5	-2%	-9%	-1%	14	-4%	2%	-3%
CCC(=O)N1CCc2cc(Br)cc(S(=O)(=O)NCCc3ccccc3Cl)c21	-4%	-14	-9%	.	.	.	.	1%	.
O=C(NC(=S)Nc1cccc(Cl)c1N1CCCCC1)c1cccs1	?	-18	?	10µM*	3.5µM*	48	3.3µM*	?	?
N=c1c(C(=O)NCC2CCCO2)cc2c(=O)n3ccccc3nc2n1Cc1ccccc1Cl (stereo not given)	-20%	3	?	2%	-9%	17	3.3µM*	485%[activator]	21µM*
O=C(NCc1ccc(F)cc1)Nc1ccccc1	25%	5	20%	13%	11%	0	-14%	0%	4%
CC1Cc2nc(SCC(=O)N3CCOCC3)n(-c3ccccc3)c(=O)c2S1 (stereo not given)	-5%	5	-1%	2%	-20%	-4	4%	-1%	-15%
Cn1c(NNC(=O)C(c2ccccc2)c2ccccc2)cc(=O)n(C)c1=O	-5%	3	14%	0%	7%	20	13%	9%	-7%
CC(C)[C@H](NC(=O)c1ccco1)C(=O)OCC(=O)Nc1ccc(F)cc1	-13%	-1	4%	-3%	-2%	1	6%	7%	-2%
CN(CC(=O)Nc1ccc(N2CCOCC2)cc1)C(=O)C12CC3CC(CC(C3)C1)C2	?	-8	-12%	-6%	-21%	-14	2%	-2%	19%
CC1(C(=O)NCc2ccccc2)CSCC(=O)N1C1CCN(Cc2ccccc2)CC1 (stereo not given)	-30%	-22	-12%	-9%	-19%	?	.	2%	.
COc1ccc(S(=O)(=O)N2CCCC2C(=O)Nc2nccs2)cc1 (stereo not given)	?	3	6%	-8%[9.24 µM]	6%	19	0%	6%	-2%
CC(C)CCn1c(N2CCOCC2)nc2c1c(=O)n(CC(N)=O)c(=O)n2C	-12%	-1	12%	0%	7%	17	5%	7%	-6%
CCN(CC)CC(=O)Nc1c(Br)ccc2c1OCO2	2%	-6	-1%	1%	-4%	0	-3%	54%[activator]	-14%
CNc1nc(-c2ccccc2)nnc1C(F)(F)F	-26%	4	-4%	1%	14%	-17	-1%	3%	2%

Brought forward from above: 6 entries, then new ones.
SMILES	KB-V1 MDR tox	DRD3 agonist	KB-3-1 cytotox	HT1080 IDH1KD tx	HT1080NT lethal	IL-1B inflam inh	MCF10A rereplic	GLP1R cytotox	SW480 rereplic
CN(CC(=O)Nc1ccc(N2CCOCC2)cc1)C(=O)C12CC3CC(CC(C3)C1)C2	?	-8	-12%	-6%	-21%	-14	2%	-2%	19%
CC1(C(=O)NCc2ccccc2)CSCC(=O)N1C1CCN(Cc2ccccc2)CC1 (stereo not given)	-30%	-22	-12%	-9%	-19%	?	.	2%	.
COc1ccc(S(=O)(=O)N2CCCC2C(=O)Nc2nccs2)cc1 (stereo not given)	?	3	6%	-8%[9.24 µM]	6%	19	0%	6%	-2%
CC(C)CCn1c(N2CCOCC2)nc2c1c(=O)n(CC(N)=O)c(=O)n2C	-12%	-1	12%	0%	7%	17	5%	7%	-6%
CCN(CC)CC(=O)Nc1c(Br)ccc2c1OCO2	2%	-6	-1%	1%	-4%	0	-3%	54%[activator]	-14%
CNc1nc(-c2ccccc2)nnc1C(F)(F)F	-26%	4	-4%	1%	14%	-17	-1%	3%	2%
CCC1(c2ccccc2)SCC(c2ccccc2)=NC1=O (stereo not given)	1%	1	-13%	-21%	-19%	-16	?	-8%	21%
COCCCNC(=S)NCCNc1nc2c(C)c(C)ccc2cc1C#N	?	0	-2%	1%	-17%	-16	23µM*	?	?
CCCCc1c(O)nc(SCC(=O)N2CCCCC2)[nH]c1=O	7%	8	9%	1%	5%	8	-7%	6%	1%
CCN1CCN(C(=O)CCNC(=O)Cn2ccc3ccccc3c2=O)CC1	-13%	2	-2%	4%	-2%	-4	2%	-5%	-4%
COc1ccc(CNC(=O)Nc2cccs2)cc1OC	10%	0	5%	12%	0%	-9	2%	-6%	-3%[9.22 µM]
Cc1ccc(-c2n[nH]c3c2C(c2ccccc2Cl)N(c2ccc(C(=O)O)cc2)C3=O)cc1 (stereo not given)	?	5	-8%	.	.	.	.	-6%	.
C[C@@H]1CN([C@@H](C)CO)S(=O)(=O)c2ccc(Br)cc2O[C@H]1CN(C)C(=O)C1CCCCC1	11%	-4	7%	-11%	6%	-30	.	9%	.
Cc1ccc(S(=O)(=O)N2CCN(CCO)CC2)cc1-c1nnc2c3ccccc3c(C)nn12	13%	7	8%	-25%	5%	?	1%	2%	-9%
CCOc1cccc(/C=N/NC(=O)c2ccc3c(c2)OCCO3)c1O	?	4	?	?	?	62	-14%	68%[activator]	?
CC/C(C)=N/Nc1nc2c(c(=O)[nH]c(=O)n2C)n1Cc1ccccc1	10%	-5	0%	-18%	-21%	-17	-9%	5%	-5%
COc1cc(OC)cc(C(=O)N2CCC(c3ccncc3)CC2)c1	-2%	-11	-3%	.	.	.	.	-2%	.
CN(C)CCN1CCN([C@H]2CS(=O)(=O)N[C@@H]2COCc2ccccc2)CC1	0%	4	?	-3%	5%	-25	.	15%	.
O=C(c1cc(COc2c(F)cccc2F)on1)N1CCN(C2CCCCC2)C(=O)C1	-24%	8	0%	-9%	4%	20	16%	-2%	-7%
O=C(Nc1ccccc1Cl)c1ccccc1Cl	-2%	18	0%	7%	-5%	-1	1%	-3%	-13%
CC1=C(C(N)=O)C(c2ccccn2)n2nc(SCc3ccccc3Cl)nc2N1 (stereo not given)	-3%	2	4%	-8%	-4%	-10	-1%	-15%	-5%
COc1ccc(NC(=O)CCCOc2ccc(C)cc2)cc1S(=O)(=O)N1CCCCC1	-11%	3	-19%	-25%	-16%	-2	.	-6%	.
O=C(NCCc1ccc(F)cc1)c1cccs1	1%	2	-2%	5%	-2%	-3	-3%	13%	-4%
O=c1n(Cc2ccc(F)cc2)nc2n1-c1cc(Cl)ccc1OC2	0%	4	0%	.	.	.	.	6%	.
CCOC(=O)c1ccc(NS(=O)(=O)c2cn(C)cn2)cc1	30%	4	-1%	0%	0%	0	?	4%	6%
CC/C(=N\NC(=S)NC(C)C)c1ccc(OC)c(OC)c1	?	12	-19%	-20%	-7%	4	10%	?	?

2 entries drawn at random from the list so far, as already listed:
SMILES	KB-V1 MDR tox	DRD3 agonist	KB-3-1 cytotox	HT1080 IDH1KD tx	HT1080NT lethal	IL-1B inflam inh	MCF10A rereplic	GLP1R cytotox	SW480 rereplic
CCC1(c2ccccc2)SCC(c2ccccc2)=NC1=O (stereo not given)	1%	1	-13%	-21%	-19%	-16	?	-8%	21%
O=C(Nc1ccccc1Cl)c1ccccc1Cl	-2%	18	0%	7%	-5%	-1	1%	-3%	-13%

Next section
SMILES	KB-V1 MDR tox	DRD3 agonist	KB-3-1 cytotox	HT1080 IDH1KD tx	HT1080NT lethal	IL-1B inflam inh	MCF10A rereplic	GLP1R cytotox	SW480 rereplic
CCCOc1ccc(/C=C/C(=O)Nc2sc(C)c(C)c2C(=O)OCC)cc1OC	-5%	3	-4%	.	.	.	.	10%	.
COc1cc(S(=O)(=O)Nc2c(C)nn(C)c2C)ccc1NC(C)=O	6%	7	5%	7%	8%	22	1%	8%	-25%
CNC(=O)c1csc(-c2cccs2)n1	23%	-5	-4%	10%	17%	2	-3%	12%	0%
Cc1ccccc1C(=O)N1CCC(C(=O)Nc2ccc(C(C)C)cc2)CC1	-13%	1	?	-13%	0%	42	3%	?	-6%
Oc1ccc(N=Cc2ccc(O)c(O)c2)cc1	?	7	?	?	-22%	-55*	?	?	?
Cc1cc(C)c2nc(N3CCC(C(=O)NCc4ccccn4)CC3)sc2c1	5%	-1	-4%	0%	-7%	17	-1%	-6%	3%
CN1N=C2c3ccccc3CCCC2C1c1ccc(F)cc1 (stereo not given)	5%	-10	-3%	-17%	-16%	20	?	-26%	21µM*
COc1ccc(Cl)cc1NC(=O)Cn1c(=O)c(-c2ccccc2NC(C)=O)nc2ccccc21	12%	-16	4%	.	.	.	.	0%	.
